Source: PubChem BioAssay
JMJD2A Tudor: JMJD2A Tudor domain (human) inhibition; O75164; AlphaScreen JMJD2A-Tudor / H3K4me3 peptide binding; Potency, µM (titrated, usually from 114 µM), for inactives: at the highest dose activity change, negative = inhibition, usual class: inhibitors; 4.4% of 390,000 active; AID 504339; also: % is scaled to controls: 0 for no effect and ±100 for the full control effect; nearly all actives have a fitted effect of over 50% in size
ERG-DNA inh: blocks human ERG Ets domain binding to DNA. Potency, µM (titrated, usually from 76.9 µM), for inactives: at the highest dose FP activity, negative = inhibition, actives largely listed as inhibitors. P11308. 0.028% of 370,000 active. AID 624246. fluorescence polarization, His-ERG Ets domain / labelled DNA; active = well fitted inhibition curve with a large enough effect in the polarisation, with a control signal flat; inconclusive = small, poorly fitted or top-dose-only effect, or effect the other way, or a change in a side signal; inactive = no such curve, though single readings can be large or run the other way; the % refers to the polarisation;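 also: polarization taken with two DNA probes labelled with fluorescein and Texas red; % of control where 0% means no effect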
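His-tagged ERG Ets domain (1 uM in the protein solution; 300mM KCl, 50mM Tris-HCl, 1mM EDTA, 1mM DTT, pH 7.5) received compound, then a probe mix of 5 nM fluorescein-DNA and 100nM Texas-615-DNA. Fluorescence polarization was read for both dyes.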
PGK inhibitor: T. brucei PGK inhibition. P07378. PGK/GAPDH coupled, Kinase-Glo luminescence, 60 min. Potency, µM (highest dose often 57.5 µM), for the others: top-dose activity change, negative = inhibition, hits mostly inhibitors. 0.043% of 380,000 active; also: % is scaled to controls: 0 for no effect and ±100 for the full control effect; nearly all actives have a fitted effect of over 60% in size
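Luminescent ATP detection (Kinase-Glo Plus) follows a 60-minute room-temperature incubation, with wells lacking PGK as controls. Buffer: 100 mM TEA (pH 7.6), 5 mM MgCl2, 0.01% Tween-20. Coupling enzyme GAPDH (100 nM final) supplies unstable 1,3-BPG in-well.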
ALOX12 inh: ALOX12 (human) lipoxygenase inhibition. P18054. purified 12hLO, xylenol orange hydroperoxide absorbance. Potency, µM (doses to about 108 µM), without a hit: at the highest dose activity change, negative = inhibition, hits mostly inhibitors. 1.1% of 580,000 active. AID 1671190; also: % is scaled to controls: 0 for no effect and ±100 for the full control effect
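Hydroperoxide product was detected by ferrous iron/xylenol orange as the 573 to 405 nm absorbance ratio. Arachidonic acid at 40 uM (final) was turned over for 30 min at room temperature by 150 nM human 12hLO, pH 7.0 Hepes buffer, after 15 min compound preincubation.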
Pin1 inh: human Pin1 inhibition; Q13526; Pin1 FP peptide displacement, HiFluor488, 10 min; Potency, µM (top dose mostly 115 µM), for inactives: at the highest dose activity, negative = inhibition, hits mostly inhibitors; 0.009% of 390,000 active; AID 504891; active = well fitted inhibition curve with a large enough effect in the polarisation, with a control signal flat, not every such curve was filed as active; inconclusive = small, poorly fitted or top-dose-only effect, or effect the other way, or a change in a side signal; inactive = no such curve, though single readings can be large or run the other way; the % refers to the polarisation; also: % is scaled to controls: 0 for no effect and ±100 for the full control effect
Target sequence (Q13526 whole entry, looked up): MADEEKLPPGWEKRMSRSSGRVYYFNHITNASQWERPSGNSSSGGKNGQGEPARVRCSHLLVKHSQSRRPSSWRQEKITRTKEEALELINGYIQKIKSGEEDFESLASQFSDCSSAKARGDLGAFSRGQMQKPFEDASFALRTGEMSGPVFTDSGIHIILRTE
GLS inh: blocks human kidney-isoform glutaminase activity; AID 624170; O94925; Potency, µM (highest dose often 45.5 µM), for inactives: top-dose activity change, negative = inhibition, usual class: inhibitors; 0.21% of 410,000 active; GLS enzymatic activity, qHTS titration; also: % is scaled to controls: 0 for no effect and ±100 for the full control effect
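Two-point fluorescence kinetic (t0, 30 min RT) for hKGA; glutamate detected via glutamate oxidase–HRP–Amplex Red. Substrate: 1 mM L-glutamine solution; buffer 45 mM KH2PO4, pH 8.2.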
TrxR1 inh: inhibitors of rat thioredoxin reductase 1; Potency, µM (titrated, usually from 114 µM), for the others: at the highest dose activity change, negative = inhibition, actives largely listed as inhibitors; O89049; AID 588453; 1% of 390,000 active; recombinant rTrxR1, NADPH fluorescence consumption, selenite substrate; also: % is scaled to controls: 0 for no effect and ±100 for the full control effect; nearly all actives have a fitted effect of over 65% in size
Target sequence (O89049 whole entry, looked up): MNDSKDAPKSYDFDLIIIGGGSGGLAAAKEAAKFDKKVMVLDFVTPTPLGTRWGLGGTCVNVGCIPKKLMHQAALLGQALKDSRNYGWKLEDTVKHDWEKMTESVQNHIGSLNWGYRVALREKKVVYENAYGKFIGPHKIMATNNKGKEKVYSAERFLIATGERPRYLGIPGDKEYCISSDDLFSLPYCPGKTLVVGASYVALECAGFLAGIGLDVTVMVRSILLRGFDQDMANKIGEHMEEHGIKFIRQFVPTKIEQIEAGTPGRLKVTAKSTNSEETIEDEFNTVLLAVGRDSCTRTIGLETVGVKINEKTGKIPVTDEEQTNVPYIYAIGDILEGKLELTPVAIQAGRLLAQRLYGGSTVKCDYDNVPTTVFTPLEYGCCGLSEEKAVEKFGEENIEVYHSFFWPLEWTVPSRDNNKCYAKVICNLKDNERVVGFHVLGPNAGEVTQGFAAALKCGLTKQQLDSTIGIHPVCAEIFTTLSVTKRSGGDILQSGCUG
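Rat TrxR1 (90 nM in the dispensed reagent) was pre-reduced with 400 uM NADPH for 5 min at room temperature, then incubated with compound for 15 min. After 400 uM selenite was added, NADPH fluorescence (Ex 340/Em 450 nm) was followed for 8 min.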
RGS4 inhibitor: human RGS4 inhibition | 0.039% of 390,000 active | Transcreener GDP fluorescence polarization, RGS4-accelerated GTP hydrolysis | P49798 | Potency, µM (titrated, usually from 114 µM), for the others: at the top dose activity change, negative = inhibition, usual class: inhibitors; also: % is scaled to controls: 0 for no effect and ±100 for the full control effect; nearly all actives have a fitted effect of over 75% in size; some results filed as inactive show a strong effect at the top dose
Target sequence (P49798 whole entry, looked up): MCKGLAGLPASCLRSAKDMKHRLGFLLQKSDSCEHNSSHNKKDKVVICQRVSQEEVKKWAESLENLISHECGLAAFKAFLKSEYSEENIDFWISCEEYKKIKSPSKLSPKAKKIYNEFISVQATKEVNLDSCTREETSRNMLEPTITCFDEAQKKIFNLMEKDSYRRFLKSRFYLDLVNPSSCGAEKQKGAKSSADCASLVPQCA
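MLSMR compounds (23 nl, pin-transferred) preincubated 10 min at room temperature with a 500nM (2x) first reagent, then RGS4 at 900nM (2x) plus Transcreener GDP mix added; fluorescence polarization (620/688 nm) read before and after 90 min at 30 °C.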
HP1b binding inh: inhibitors of HP1-beta chromodomain binding to methylated histone tails | AlphaScreen HP1-beta / biotin-H3K9me3 peptide binding | P83916 | 0.56% of 390,000 active | Potency, µM (top dose mostly 114 µM), inactives show at the highest dose activity change, negative = inhibition, actives largely listed as inhibitors; also: nearly all actives have a fitted effect of over 70% in size; inactives centre near 23
Target sequence (P83916 whole entry, looked up): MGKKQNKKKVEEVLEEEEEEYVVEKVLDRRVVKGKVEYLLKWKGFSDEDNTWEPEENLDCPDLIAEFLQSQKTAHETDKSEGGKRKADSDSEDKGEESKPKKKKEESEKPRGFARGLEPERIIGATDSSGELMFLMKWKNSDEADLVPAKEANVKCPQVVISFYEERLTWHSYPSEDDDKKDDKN
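AlphaScreen: HP1-beta (50 nM) preformed 30 min with biotin-H3(1-18)K9me3 peptide (50 nM) in PBS pH 7.4, 0.01% Tween-20. Compound added for 30 min at RT, then streptavidin donor/nickel chelate acceptor beads (10 ug/mL) for 30 min.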
* marks the source's active call; other numbers are inactive results; & = joins results of further samples; [ ] = remark or other dose. Unless noted, calls follow the shape of the dose curve; as a rule, active = well fitted curve in the direction sought with a large enough effect; inconclusive = small, poorly fitted or top-dose-only effect, or another doubt; inactive = no such curve, though single readings can be large; an effect the other way counts as inactive or inconclusive. Potency is read from the fitted curve at half-maximal effect. Only part of the results is shown. The share of hits here may be higher or lower than overall.

Screening CCOc1ccccc1NC(=O)Nc1ccon1 returned JMJD2A Tudor 6.3%, ERG-DNA inh 10.8%, PGK inhibitor inactive, ALOX12 inh -6.9%, Pin1 inh -6.6%, GLS inh -9.4%, TrxR1 inh 35.9%, RGS4 inhibitor -10.6% and HP1b binding inh 14.8%.
For CC1CCCCN1c1nnc(N)s1 (configuration not stated) the results were JMJD2A Tudor -2.9%, ERG-DNA inh 4.4%, PGK inhibitor -1.6%, ALOX12 inh -12.3%, Pin1 inh 4.7%, GLS inh 7.4%, TrxR1 inh 4.3%, RGS4 inhibitor 0.6% and HP1b binding inh 9.8%.
For COc1ccccc1N1CCN(CCCNc2c(C)c(=O)n(C)c(=O)n2C)CC1 the results were JMJD2A Tudor -4.1%, ERG-DNA inh 1.6%, PGK inhibitor -4.5%, ALOX12 inh 12.7%&1.0%, Pin1 inh -0.7%, GLS inh 39.8%[activator], TrxR1 inh 17.3%[57.1 µM], RGS4 inhibitor 9.1%[56.9 µM] and HP1b binding inh 23.2%.
C#CC(C)OC(=O)C(C)NC(=O)c1ccccc1 (configuration not stated) was read as JMJD2A Tudor -8.4%, ERG-DNA inh -7.3%, PGK inhibitor -3.9%, ALOX12 inh 7.0%, Pin1 inh -4.8%, GLS inh -4.8%, TrxR1 inh 20.6%[57.1 µM], RGS4 inhibitor -3.9% and HP1b binding inh 20.3%.
For Cc1cccnc1NC(=O)c1ccc(Cl)c(S(=O)(=O)N2CCCCCC2)c1 the results were JMJD2A Tudor -7.4%, ERG-DNA inh 18.8%, PGK inhibitor -10.0%, ALOX12 inh 4.9%, Pin1 inh 1.5%, GLS inh -5.7%, TrxR1 inh 11.3%, RGS4 inhibitor -17.6% and HP1b binding inh 35.5%.
Screening CCOc1cccc2cc(C(=O)NCc3ccc(Cl)cc3)c(=N)oc12 returned JMJD2A Tudor -6.9%, ERG-DNA inh -1.7%, PGK inhibitor -0.1%, ALOX12 inh 1.1%, Pin1 inh -1.7%, GLS inh 2.9%, TrxR1 inh -16.6%, RGS4 inhibitor -13.8% and HP1b binding inh 40.3%[activator].
`COC(=O)c1ccc(-n2nnnc2SCC(=O)N2CCCCC2)cc1` gave JMJD2A Tudor -7.7%, ERG-DNA inh -0.1%, PGK inhibitor -2.4%, ALOX12 inh 0.0%, Pin1 inh -1.4%, GLS inh -11.7%, TrxR1 inh 18.2%, RGS4 inhibitor 0.5% and HP1b binding inh 10.6%.
COc1c(F)c(F)c(C(=O)Nc2ccc(N3CCN(C(C)=O)CC3)c(Cl)c2)c(F)c1F was read as JMJD2A Tudor -7.0%, ERG-DNA inh -3.2%, PGK inhibitor inactive, ALOX12 inh -13.1%, Pin1 inh -0.1%, GLS inh 0.5%, TrxR1 inh 31.5%, RGS4 inhibitor 24.9% and HP1b binding inh 10.8%.
For CCOc1ccccc1OCCCC(=O)Nc1ccc(OC)nc1 the results were JMJD2A Tudor -17.2%, ALOX12 inh 8.4%, Pin1 inh 0.0%, GLS inh -6.3%, TrxR1 inh -2.5%, RGS4 inhibitor 17.4% and HP1b binding inh 38.6%.
For COc1ccc(N(CC(=O)NC2CC3CCC2C3)S(=O)(=O)c2ccc(C)cc2)cc1OC (configuration not stated) the results were JMJD2A Tudor -12.8%, ERG-DNA inh -0.2%, PGK inhibitor -3.2%, ALOX12 inh 14.3%, Pin1 inh -4.2%, GLS inh -5.5%, TrxR1 inh 9.6%, RGS4 inhibitor 3.6% and HP1b binding inh -17.6%.
For COc1ccc(-c2ocnc2C(=O)NCc2nn(-c3ccccc3)nc2C)cc1 the results were JMJD2A Tudor -1.3%, ERG-DNA inh 2.4%, PGK inhibitor -0.5%, ALOX12 inh 2.9%, Pin1 inh 9.1%, GLS inh 2.7%, TrxR1 inh 21.2%, RGS4 inhibitor 14.3% and HP1b binding inh 54.8%[activator].
Screening CC1Cc2ccccc2N1C(=O)COC(=O)CNC(=O)c1ccc(Br)o1 (configuration not stated) returned JMJD2A Tudor -15.2%, ERG-DNA inh 1.5%, PGK inhibitor -1.7%, ALOX12 inh 0.0%, Pin1 inh -4.6%, GLS inh 7.8%, TrxR1 inh -3.1%[57.1 µM], RGS4 inhibitor -21.6% and HP1b binding inh 3.3%.
Screening O=C(NCCc1ccc(Cl)cc1)C1CCN(c2cnccn2)CC1 returned JMJD2A Tudor -13.4%, ERG-DNA inh -5.0%, PGK inhibitor 0.0%, ALOX12 inh -5.4%, Pin1 inh 0.4%, GLS inh -3.3%, TrxR1 inh 3.2%, RGS4 inhibitor 19.9% and HP1b binding inh 12.9%.
Screening COc1ccc(S(=O)(=O)N2CCc3ccccc32)cc1OC returned JMJD2A Tudor -0.7%, ERG-DNA inh 5.7%, PGK inhibitor 2.5%, ALOX12 inh 15.3%, Pin1 inh -12.1%, GLS inh 3.0%, TrxR1 inh 4.2%, RGS4 inhibitor 12.3% and HP1b binding inh 31.6%.
For Cc1ccc(C(=O)N2[C@@H]3CN(C)C(=O)[C@@]2(Cc2ccccc2)[C@H]2C(=O)N(Cc4ccccc4)C(=O)[C@@H]32)cc1 the results were JMJD2A Tudor -21.0%, ERG-DNA inh -7.3%, PGK inhibitor -4.5%, ALOX12 inh 1.7%, Pin1 inh -0.5%, GLS inh -1.0%, TrxR1 inh -0.8%[57.1 µM], RGS4 inhibitor 12.0% and HP1b binding inh 33.1%.
Screening Nc1nnc(SCC(=O)Nc2sc3c(c2C(=O)c2ccccc2)CCCC3)s1 returned JMJD2A Tudor inconclusive, ERG-DNA inh -15.9%, PGK inhibitor inactive, ALOX12 inh -18.5%, Pin1 inh 4.3%, GLS inh -7.4%, TrxR1 inh 9.7%[57.1 µM], RGS4 inhibitor -40.1% and HP1b binding inh inconclusive.
`O=C(COC(=O)c1c2c(nc3ccccc13)/C(=C\c1cccs1)CCC2)Nc1ccccc1Cl` gave JMJD2A Tudor 30.1%, ERG-DNA inh 2.1%, PGK inhibitor 0.9%, ALOX12 inh -11.9%, Pin1 inh 69.3%[activator], GLS inh -0.6%, TrxR1 inh 7.9%, RGS4 inhibitor -11.2% and HP1b binding inh 91.8%[activator].
Cc1cc(S(=O)(=O)Nc2ccc(N(C)C)cc2)c(C)s1 was read as JMJD2A Tudor 50.1µM*, ERG-DNA inh -6.5%, PGK inhibitor 3.4%, ALOX12 inh inconclusive, Pin1 inh 0.8%, GLS inh 65.1%[activator], TrxR1 inh -7.5%, RGS4 inhibitor -26.6% and HP1b binding inh -18.2%.
CCCN1CNc2c(c(=O)[nH]c(=S)n2CCc2cccc(Cl)c2Cl)C1 was read as JMJD2A Tudor -14.3%, Pin1 inh 0.7%, TrxR1 inh -19.4%, RGS4 inhibitor -32.8% and HP1b binding inh 4.4%.
CCN1CCN(c2cc(C(C)(C)C)nc3c(-c4ccccc4)c(C)nn23)CC1 was read as JMJD2A Tudor -3.2%, ERG-DNA inh 1.8%, PGK inhibitor -5.7%, ALOX12 inh -9.9%, Pin1 inh 0.2%, GLS inh -3.9%, TrxR1 inh 19.8%[57.1 µM], RGS4 inhibitor -7.0% and HP1b binding inh 63.1%[activator].
Screening CCOc1ccccc1NC(=O)c1ccc(S(=O)(=O)N(C)c2ccccc2)cc1 returned JMJD2A Tudor 8.1%, ERG-DNA inh -4.9%, PGK inhibitor -5.0%, ALOX12 inh 137.5%[activator], Pin1 inh -1.7%, GLS inh -0.9%, TrxR1 inh 17.5%, RGS4 inhibitor 6.2% and HP1b binding inh 61.3%[activator].
Screening Cc1sc2ncnc(NCCCN3CCCC3=O)c2c1C returned JMJD2A Tudor 1.0%, ERG-DNA inh -4.2%, PGK inhibitor 2.8%, ALOX12 inh -2.6%, Pin1 inh inconclusive, GLS inh 0.0%, TrxR1 inh 11.8%, RGS4 inhibitor 0.5% and HP1b binding inh 46.0%[activator].
For O=C(COC(=O)c1ccco1)Nc1ccc(Br)cc1 the results were JMJD2A Tudor -18.9%, ERG-DNA inh 0.3%, PGK inhibitor 1.0%, ALOX12 inh 3.6%[57.4 µM], Pin1 inh 0.1%, GLS inh -2.1%, TrxR1 inh -14.6%[57.1 µM], RGS4 inhibitor -3.3% and HP1b binding inh 14.7%.
For O=C(CCc1ccccc1)Nc1c(F)c(F)c(F)c(F)c1F the results were JMJD2A Tudor -2.7%, ERG-DNA inh 5.8%, PGK inhibitor -19.3%, ALOX12 inh 9.2%, Pin1 inh -0.3%, GLS inh 4.9%, TrxR1 inh -13.1%, RGS4 inhibitor 2.1% and HP1b binding inh 14.4%.
Screening Cc1ccc(SCC(=O)O/N=C(\N)c2ccncc2)cc1 returned JMJD2A Tudor -6.4%, ERG-DNA inh -4.1%, PGK inhibitor -8.8%, ALOX12 inh inconclusive, Pin1 inh -5.0%, GLS inh 0.9%, TrxR1 inh 46.4%[activator], RGS4 inhibitor 22.5% and HP1b binding inh 38.0%.
Screening CCn1cc2nc(SCC(=O)Nc3cccc(Cl)c3C)n(Cc3ccc(Cl)cc3)c(=O)c2n1 returned JMJD2A Tudor -33.4%, ERG-DNA inh -8.0%, PGK inhibitor -8.0%, ALOX12 inh -26.4%, Pin1 inh 97.4%[activator], GLS inh -14.2%, TrxR1 inh 11.8%, RGS4 inhibitor inconclusive and HP1b binding inh 16.6%.
